Bioassay records from PubChem.
Akt phos inh: blocks phosphorylation of Akt; Neuro2A IGF-stimulated pAkt S473 HTRF, 20 min; hits give low values; activity change, % for hits at 50 µM; 360,000 tested, 0.32% active; AID 651550; in the data active = activity change below about -80%; inconclusive = mostly about -51% to -80%; note: % is set by controls: 0 for no effect and ±100 for the full control effect
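Neuro2A cells in DMEM with 0.5% FBS, overnight at 37 deg C, given compound at single 50 µM final, then IGF (6 nM final) for 20 min at 37 deg C. Lysed; phospho-Akt Ser473 by HTRF after 24 h, 665/615 ratio.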
CCT chaperon mod: cytosolic chaperonin activity modulation | purified chaperonin ATPase assay, HTRF ADP detection, 30 min | activity change, % (concentration not given with the values), hits read low | 360,000 tested, 0.3% active | AID 651819; in the data active = activity change below about -30%; note: % is set by controls: 0 for no effect and ±100 for the full control effect
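TRiC (40 or 20 nM final, by batch activity) in 30 mM Tris pH 7.4, 100 mM KCl, 5 mM MgCl2, 1 mM DTT was treated with compound at 76 uM single dose, then 10 uM ATP, 30 min at 37 °C. ADP was read by HTRF Transcreener.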
A549 viability: kills or reduces viability of A549 cells in Nrf2 counter-screen. A549 ARE-Fluc cells, CellTiter-Fluor viability, 18-24 h. Potency, µM (titrated, usually from 46 µM), without a hit: at the top dose activity change, negative = cytotoxicity, actives largely listed as inhibitors. 390,000 tested, 0.16% active. AID 504648; note: potency is the fitted concentration of half-maximal effect; % is set by controls: 0 for no effect and ±100 for the full control effect
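A549 ARE-Fluc cells in 5% FBS OPTI-MEM, 5000 cells/well, rested 2 h then exposed to compounds in concentration-response for 18-24 h at 37 °C. Viability by CellTiter-Fluor fluorescence (Ex 405/Em 525) after 30 min; luciferase luminescence (BugLite, 15 min, RT) read afterwards.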
MmCpn inh: blocks the Methanococcus maripaludis chaperonin Mm-Cpn | purified Mm-Cpn ATPase, ADP Transcreener TR-FRET | Potency, µM (doses to about 76.9 µM), for the others: at the highest dose activity, negative = inhibition, actives largely listed as inhibitors | 330,000 tested, 0.031% active | AID 504842; note: potency is the fitted concentration of half-maximal effect; % is set by controls: 0 for no effect and ±100 for the full control effect; nearly all actives have a fitted effect of over 80% in size
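ATPase read-out: TR-FRET ADP immunoassay (anti-ADP Eu cryptate vs ADP-d2), ex 320 nm, em 590/665 nm; signal drops as ADP forms. Enzyme 25 nM, ATP 10 uM, 30 min at 37°C after 10 min compound preincubation.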
Nrf2 block: blocks Nrf2 signaling | A549 ARE-Fluc reporter, luciferase luminescence, 18-24 h | Potency, µM (top dose mostly 46 µM), without a hit: top-dose activity change, negative = inhibition, usual class: inhibitors | 360,000 tested, 2.1% active | AID 504444; note: potency is the fitted concentration of half-maximal effect; % is set by controls: 0 for no effect and ±100 for the full control effect; nearly all actives have a fitted effect of over 60% in size
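Concentration-response testing used A549 ARE_Fluc cells at 5000 cells/well. Following an 18-24 h compound incubation, viability was read by fluorescence (Ex 405/Em 525) and luciferase output by luminescence.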
TGFb SMAD3 inh: TGF-b pathway inhibition | 410,000 tested, 1.2% active | Potency, µM (series often up to 46.1 µM), inactives show at the top dose activity, negative = inhibition, hits mostly inhibitors | HepG2 CAGA-GFP TGF-b/SMAD3 reporter, GFP fluorescence, 18 h; TGF-beta stimulated, 500 pg/mL final; note: potency is the fitted concentration of half-maximal effect; % is set by controls: 0 for no effect and ±100 for the full control effect; nearly all actives have a fitted effect of over 65% in size
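Using HEPG2 CAGA-GFP reporter cells at 1000 cells/well, we pinned test compounds, stimulated with recombinant TGF-beta (500 pg/mL final) and measured total well GFP after 18 h.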
Nrf2 ARE act: activates Nrf2 signaling. AREc32 ARE-luciferase reporter (MCF7-derived line), luminescence, 24 h. Potency, µM (doses to about 46.1 µM), for the others: at the highest dose activation, usual class: activators. 410,000 tested, 0.31% active. AID 624171; note: potency is the fitted concentration of half-maximal effect; % of control where 0% means no effect; nearly all actives have a fitted effect of over 65% in size
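Cells of the AREc32 ARE-luciferase line are plated in OPTI-MEM containing 5% FBS and left overnight at 37 deg C. Compounds are pinned in, incubation continues 24 hr, and firefly luciferase signal is then measured.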
EPAC2 antag: EPAC2 (human) antagonism; Q8WZA2; EPAC2 GEF exchange of Rap1B-BODIPY-GDP, fluorescence; Potency, µM (highest dose often 114 µM), inactives show at the top dose activity, negative = inhibition, most hits filed as inhibitors; 360,000 tested, 0.18% active; note: potency is the fitted concentration of half-maximal effect; % is set by controls: 0 for no effect and ±100 for the full control effect; nearly all actives have a fitted effect of over 45% in size; many of its hits are not listed in these tables
Target sequence (Q8WZA2 whole entry, looked up): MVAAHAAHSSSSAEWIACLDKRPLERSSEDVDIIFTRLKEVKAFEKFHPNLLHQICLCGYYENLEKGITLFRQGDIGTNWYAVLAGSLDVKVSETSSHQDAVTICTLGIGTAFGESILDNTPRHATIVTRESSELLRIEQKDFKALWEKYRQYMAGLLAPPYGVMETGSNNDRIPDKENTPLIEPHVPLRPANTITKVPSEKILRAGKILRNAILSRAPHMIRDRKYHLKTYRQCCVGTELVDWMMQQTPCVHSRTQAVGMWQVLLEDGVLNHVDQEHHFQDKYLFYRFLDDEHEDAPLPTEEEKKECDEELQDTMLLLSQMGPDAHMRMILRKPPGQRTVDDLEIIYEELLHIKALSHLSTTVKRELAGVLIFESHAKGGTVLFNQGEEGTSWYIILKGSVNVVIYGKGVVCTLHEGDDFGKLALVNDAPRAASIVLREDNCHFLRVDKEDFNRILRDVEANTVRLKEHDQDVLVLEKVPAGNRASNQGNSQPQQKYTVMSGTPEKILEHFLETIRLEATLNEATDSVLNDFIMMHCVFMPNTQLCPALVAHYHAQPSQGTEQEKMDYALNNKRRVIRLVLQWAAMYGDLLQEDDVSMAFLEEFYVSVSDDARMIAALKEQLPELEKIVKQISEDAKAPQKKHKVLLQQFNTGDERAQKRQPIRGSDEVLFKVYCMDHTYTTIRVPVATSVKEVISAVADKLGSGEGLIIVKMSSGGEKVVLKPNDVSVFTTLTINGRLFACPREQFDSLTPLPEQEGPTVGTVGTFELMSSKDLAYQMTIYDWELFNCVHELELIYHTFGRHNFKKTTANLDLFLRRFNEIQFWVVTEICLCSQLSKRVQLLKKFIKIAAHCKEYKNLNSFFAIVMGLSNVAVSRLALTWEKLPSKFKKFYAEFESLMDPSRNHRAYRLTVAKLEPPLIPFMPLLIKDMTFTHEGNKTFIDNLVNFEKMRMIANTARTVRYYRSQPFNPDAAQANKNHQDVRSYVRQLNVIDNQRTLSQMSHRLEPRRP
EPAC2 ag: activates human EPAC2 exchange factor; 360,000 tested, 0.079% active; EPAC2 activation, biochemical qHTS; response scale: 100% = 6.5 mM cAMP response; Potency, µM (top dose mostly 154 µM), for the others: top-dose activation, actives largely listed as activators; Q8WZA2; note: potency is the fitted concentration of half-maximal effect; nearly all actives have a fitted effect of over 50% in size
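EPAC2 (100 nM) mixed with Rap1B loaded with BODIPY-GDP (250 nM) plus 50 uM unlabeled GDP; compounds pinned in, 5 min RT, then read every 5 min for 30 min (ex 480, em 540 nm). Normalized to cAMP control.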
Starred values were filed as active, the others as inactive; i = inactive; ? = inconclusive; . = no result given; & = joins results of further samples; [ ] = dose if it differs, or a comment. Unless noted, calls come from the whole dose curve; as a rule, active = well fitted curve in the direction sought with a large enough effect; inconclusive = small, poorly fitted or top-dose-only effect, or another doubt; inactive = no such curve, though single readings can be large; an effect the other way counts as inactive or inconclusive. These rows are one share of the data; the hit share may differ from the screen's.

SMILES	Akt phos inh	CCT chaperon mod	A549 viability	MmCpn inh	Nrf2 block	TGFb SMAD3 inh	Nrf2 ARE act	EPAC2 antag	EPAC2 ag
CCOc1ccc(/C=N/NC(=O)c2nnn(-c3nonc3N)c2-c2ccc(OCC)cc2)cc1	i	-2.7	0%	-1%	-19%	5%	-2.1%	-9%	-8%
CCN1C(N(C)CCc2cccs2)=N[C@@H](c2ccccc2)C(C(=O)OC)=C1C	i	-1.8	-1%	-2%&-10%	7%	13%	3.4%	9%	-5%
CCC(=O)N1CCc2cc(S(=O)(=O)CCC(=O)N(C)c3ccc(OC)cc3OC)ccc21	i	1.3	1%	1%	-1%	1%	-0.3%	9%	6%
O=c1c2ccccc2nc(N/N=C/c2ccc(O)cc2)n1O	i	2.1	1%	-1%	?	-12%	3.3%	8%	5%
COc1ccc(S(=O)(=O)N(C)CC(=O)NCc2ccco2)cc1	.	-4.8	-6%	1%	4%	5%	-0.7%	6%	7%
CCCCN(C)C(=O)c1ccc2c(c1)N(CC)C(=O)c1ccccc1S2(=O)=O	i	-1.4	-5%	1%	-13%	4%	-0.6%	0%	-3%
C#Cc1ccc([C@H]2C=C(C(=O)N3CCOCC3)O[C@@H](OCc3ccc(CO)cc3)C2)cc1	i	2.6	-3%	.	5%	-4%	0.4%	11%	6%
COc1ccc(-c2[nH]c(-c3ccccc3)nc2SCC(=O)Nc2ccc3c(c2)OCO3)cc1	.	.	?	.	?	?	6.7%	.	.
COc1ccc(N2C(=O)C(Cl)=C(NCc3ccccc3)C2=O)cc1	i	-2.1	-1%	-1%	-1%	-2%	0.2%	-3%	15%
O=C(COc1ccccc1Cl)NCCNC(=O)c1cnccn1	i	0.1	5%	0%	1%	13%	-0.5%	8%	9%
CN(CCc1ccccn1)C(=O)CCC1CCCN(C(=O)NC2CCCCC2)C1 (stereo not given)	i	-1.0	-1%	2%	-9%	-8%	3.7%	-7%	7%
COc1cc(/C=N/NC(=O)C(N)=O)ccc1OC(=O)c1cccs1	i	-0.3	-5%	0%	-8%	-6%	-0.4%	1%	-2%
CC1CCN(C(=S)Nc2ccc(F)cc2)CC1	i	-1.1	-1%	-1%	11%	2%	1.6%	-1%	4%
Cc1ccc(NC(=O)CN2C(=O)NC3(CCCCC3C)C2=O)cc1S(=O)(=O)N1CCCCC1 (stereo not given)	i	-2.0	-15%	0%	?	1%	-0.1%	-12%	-4%
CC(C)CC(NS(=O)(=O)c1cccc(C(=O)O)c1)C(=O)O (stereo not given)	i	-1.2	5%	-2%	7%	5%	0.1%	14%	4%
CCN(C(=O)COC(=O)COc1ccc2c(C)cc(=O)oc2c1)C1CCS(=O)(=O)C1 (stereo not given)	i	0.0	-6%	-3%	8%	-1%	-0.5%	19%	5%
COc1ccccc1NC(=O)c1ccc(NC(=O)CN(C)Cc2ccccc2F)cc1	i	-0.2	15%	1%	?	-7%	0.4%	-8%	4%
C=CCN(c1ccccc1)S(=O)(=O)c1cccc(C(=O)N2CCN(c3ncccn3)CC2)c1	i	0.3	-1%	-1%	?	-10%	0.5%	8%	5%
O=C(Nc1ccc2nc3n(c(=O)c2c1)CCCCC3)c1cc([N+](=O)[O-])ccc1F	i	1.7	-7%	-1%	?	?	?	4%	14%
Cc1ccc(C(C)(C)C)cc1S(=O)(=O)Nc1cccc(S(=O)(=O)NC2=NCCC2)c1	i	-1.8	4%	2%	-2%	-10%	0.4%	-8%	6%
O=C(Nc1ccccc1C(=O)O)c1cccc(F)c1	i	0.3	-4%	.	7%	?	-0.6%	23%	-3%
O=C(COC(=O)c1ccccn1)Nc1ccccc1OC(F)F	i	3.0	2%	-3%	4%	-8%	2.7%	6%	7%
CC(Oc1ccccc1)c1ccnc(N)n1 (stereo not given)	i	-1.1	-7%	0%	?	22%	-0.2%	7%	12%
CCc1ccccc1N(CC(=O)N1CCN(c2ccc(F)cc2)CC1)S(C)(=O)=O	i	-1.0	-1%	0%	-7%	-27%	-0.6%	-2%	-1%
CCCCn1cnc2c([nH]c3cc(OC)ccc32)c1=O	i	1.1	-5%	0%	-9%	1%	1.8%	10%	0%

Laid out differently: 3 of the compounds above.
SMILES | Akt phos inh | CCT chaperon mod | A549 viability | MmCpn inh | Nrf2 block | TGFb SMAD3 inh | Nrf2 ARE act | EPAC2 antag | EPAC2 ag
O=C(Nc1ccccc1C(=O)O)c1cccc(F)c1 | i | 0.3 | -4% | . | 7% | ? | -0.6% | 23% | -3%
O=C(COC(=O)c1ccccn1)Nc1ccccc1OC(F)F | i | 3.0 | 2% | -3% | 4% | -8% | 2.7% | 6% | 7%
CC(Oc1ccccc1)c1ccnc(N)n1 (stereo not given) | i | -1.1 | -7% | 0% | ? | 22% | -0.2% | 7% | 12%

Next part:
SMILES	Akt phos inh	CCT chaperon mod	A549 viability	MmCpn inh	Nrf2 block	TGFb SMAD3 inh	Nrf2 ARE act	EPAC2 antag	EPAC2 ag
COc1cc([N+](=O)[O-])cc(/C=N/NC(=O)C(C)Nc2cccc(C)c2)c1O (stereo not given)	i	-3.5	-9%	1%	-11%	-25%	0.4%[9.22 µM]	2%	7%
CCCN1CCN(CCCNC(=O)c2cc3c(Cl)nc4ccccc4c3s2)CC1	.	.	-9%	.	14%	?	23%	.	.
Cc1cc(C)nc(SCc2nnc(SCC#N)n2-c2cccc(Cl)c2)n1	i	-1.7	-1%	0%	?	-26%	0.1%	-2%	6%
O=C(NCc1ccco1)C(c1ccncc1)N(C(=O)Cc1cccs1)c1ccccc1 (stereo not given)	i	-3.1	-10%	-1%	-11%	11%	0.4%	-3%	0%
CCOC(=O)c1cc(C(C)(C)C)nc(SC)c1C#N	i	-1.0	-19%	-5%	-19%	6%	0.5%	?	3%
O=C(CSc1oc(-c2ccc(F)cc2)nc1S(=O)(=O)c1ccc(Cl)cc1)c1ccccc1	.	.	-5%	.	-2%[9.27 µM]	-19%	-0.6%	.	.
COc1cc(CN2CCCCC2C(=O)Nc2ccc(Oc3ccccc3)nc2)ccc1O (stereo not given)	i	0.7	13%	2%	?	11%	10%	-9%	-3%
CCOC(=O)CCC(NC(=O)c1ccc(Nc2nc3ccccc3nc2C(=O)OCC)cc1)C(=O)OCC (stereo not given)	i	-3.7	-1%	.	5%	-3%	0.7%	-10%	-10%
Cc1cc(C)cc(NC(=O)CN(c2cc(C(F)(F)F)ccc2Cl)S(=O)(=O)c2ccccc2)c1	.	.	-5%	.	-4%	-8%	0.2%	.	.
CCCCC1(C(=O)OCC)NC(c2ccc(O)cc2)C2C(=O)N(c3ccccc3)C(=O)C21 (stereo not given)	i	-0.2	-1%	0%	14%	-25%	0.3%	-2%	-5%
CCOC(=O)C1CCCN(C(=O)c2ccc(OC)c(OC)c2)CC1 (stereo not given)	i	-0.7	.	.	.	5%	-1.4%	0%	6%
COc1ccc(/C=C/C(=O)N(Cc2cccs2)C2CCS(=O)(=O)C2)cc1 (stereo not given)	i	0.6	0%	?	2%	-4%	-0.8%	8%	2%
NCCSSCCN	i	-0.3	-2%	1%	-2%	2%	0.0%	-6%	2%
CC(=O)Nc1nonc1-c1nnc(SCC(=O)N(C)c2ccccc2)n1C	.	.	4%	.	5%	21%	0.5%	.	.
CCCCNC(=O)C1(C)CCN1C(=O)c1cc(OC)ccc1Br (stereo not given)	i	-0.5	.	.	.	3%	-0.9%	-14%	16%
CCCCn1c(N)c(N(CC)C(=O)C2CCCC2)c(=O)[nH]c1=O	i	1.7	-1%	-2%	-5%	11%	0.0%	5%	4%
Cc1cc(Cl)c2oc(C(=O)N(C)CCc3cnn(C)c3)c(C)c2c1	i	1.0	-5%	1%	-4%	-17%	0.2%	?	-2%
Cc1cccc(NC(=O)c2nc[nH]c2C(=O)N2CCC(C)CC2)c1	i	0.8	0%	0%	4%	?	0.1%	-16%	-4%
CCOC(=O)Cn1c(CN(Cc2ccccc2)Cc2ccccc2)nc2c1c(=O)[nH]c(=O)n2C	i	-9.5	3%	0%	?	0%	-0.4%	-4%	10%
COCCN(C(=O)CSc1nc2ccccc2s1)c1c(N)n(Cc2ccccc2)c(=O)[nH]c1=O	i	-6.5	1%	.	11%	-2%	5.2%	7%	18%
CCn1c(SCC(=O)Nc2ccc(S(N)(=O)=O)cc2)nnc1-c1cccc(OC)c1	i	0.3	-1%	0%	.	16%	-0.2%	5%	12%
S=C(NCc1ccc(Cl)c(Cl)c1)NCc1ccco1	i	0.6	1%	-7%	-1%	?	3.8%	-10%	10%
COc1ccc(-c2nc(C)sc2C)cc1	i	-8.4	4%	-1%	?	0%	-0.3%	-3%	1%
COC(=O)c1cc(Nc2nc3ccccc3nc2NS(=O)(=O)c2ccc(C)cc2)ccc1Cl	.	.	-1%	.	15%	112%[activator]	5.8%	.	.
Cc1c(C(=O)NCCN2CCOC2=O)oc2c(F)cccc12	i	0.6	7%	0%	8%	-4%	0.4%	-2%	23%
Cc1cccc(Cn2nc(C)c(NC(=O)c3ccc(F)cc3)c2C)c1	i	0.1	3%	0%	-6%	-6%	2.5%	13%	10%
COC(=O)CSc1ncccc1-c1nc2ccccc2[nH]1	i	-3.0	9%	-2%	0%	-8%	1.3%	-3%	6%
COc1cccc(-c2nnc(-c3ccc4ccccc4c3)o2)c1	i	-0.1	8%	.	?	-5%	0.5%	8%	3%
Cn1c(=O)c2c(ncn2CC(=O)OCC(=O)NCc2ccccc2Cl)n(C)c1=O	i	-0.2	3%	0%	0%	8%	-0.2%	-1%	5%
COc1ccc(N2CCN(C(=O)c3ccccc3F)CC2)c([N+](=O)[O-])c1	i	-4.0	-2%	0%	-26%	?	-0.1%	-8%	3%
